GASC-1 inh: inhibitors of GASC-1 histone demethylase, primary screen, biochemical, fluorescence, DELFIA europium | GST-JMJD2C(1-420) H3K9me3 demethylation | Lysine-specific demethylase 4C (Homo sapiens), Q9H3R0 | inhibition, % at 2.35 µM | AID 2099, 2009 | actives 0.069% (n = 330,000);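 active means more than half of a compound's replicate wells show inhibition beyond 50%, single wells judged on their own value; inconclusive means some, but no more than half, of replicates pass 50% inhibition; inactive means no replicate passes 50% inhibition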;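 further: signal counts dimethyl H3K9 product captured on neutravidin plate; 0% = median of DMSO wells and 100% = 0.3 times that DMSO median; strong numbers were not always called active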
CIT2-GFP yeast: modulators of CIT2-GFP expression in yeast, primary screen, S. cerevisiae, GFP fusion, multiplex flow cytometry, MLPCN library. AID 2029, 2009. actives 0.065% (n = 320,000). S. cerevisiae CIT2-GFP strain, 3 h; 100 means same as DMSO wells. GFP response vs DMSO, % at 10 µM;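 active means GFP response relative to DMSO above a set limit, near the screen mean plus 3 SD, cut at about 150% in these data; inconclusive means Fewer than 70 cells measured for a yeast strain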;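 further: ratio of well median GFP fluorescence to mean of DMSO wells on the plate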
VLA-4 inh: inhibition in human VLA-4 binding assay, primary screen, VLA-4 allosteric modulator project, MLPCN library, flow cytometry, VLA-4 expressing cells | Integrin alpha-4 (Homo sapiens), P13612 | ligand binding flow cytometry | inhibition, % (about 7 µM as worked out from the volumes in the protocol) | actives 0.2% (n = 330,000); in the data active means inhibition above about 50%
Target sequence (P13612 whole entry, looked up): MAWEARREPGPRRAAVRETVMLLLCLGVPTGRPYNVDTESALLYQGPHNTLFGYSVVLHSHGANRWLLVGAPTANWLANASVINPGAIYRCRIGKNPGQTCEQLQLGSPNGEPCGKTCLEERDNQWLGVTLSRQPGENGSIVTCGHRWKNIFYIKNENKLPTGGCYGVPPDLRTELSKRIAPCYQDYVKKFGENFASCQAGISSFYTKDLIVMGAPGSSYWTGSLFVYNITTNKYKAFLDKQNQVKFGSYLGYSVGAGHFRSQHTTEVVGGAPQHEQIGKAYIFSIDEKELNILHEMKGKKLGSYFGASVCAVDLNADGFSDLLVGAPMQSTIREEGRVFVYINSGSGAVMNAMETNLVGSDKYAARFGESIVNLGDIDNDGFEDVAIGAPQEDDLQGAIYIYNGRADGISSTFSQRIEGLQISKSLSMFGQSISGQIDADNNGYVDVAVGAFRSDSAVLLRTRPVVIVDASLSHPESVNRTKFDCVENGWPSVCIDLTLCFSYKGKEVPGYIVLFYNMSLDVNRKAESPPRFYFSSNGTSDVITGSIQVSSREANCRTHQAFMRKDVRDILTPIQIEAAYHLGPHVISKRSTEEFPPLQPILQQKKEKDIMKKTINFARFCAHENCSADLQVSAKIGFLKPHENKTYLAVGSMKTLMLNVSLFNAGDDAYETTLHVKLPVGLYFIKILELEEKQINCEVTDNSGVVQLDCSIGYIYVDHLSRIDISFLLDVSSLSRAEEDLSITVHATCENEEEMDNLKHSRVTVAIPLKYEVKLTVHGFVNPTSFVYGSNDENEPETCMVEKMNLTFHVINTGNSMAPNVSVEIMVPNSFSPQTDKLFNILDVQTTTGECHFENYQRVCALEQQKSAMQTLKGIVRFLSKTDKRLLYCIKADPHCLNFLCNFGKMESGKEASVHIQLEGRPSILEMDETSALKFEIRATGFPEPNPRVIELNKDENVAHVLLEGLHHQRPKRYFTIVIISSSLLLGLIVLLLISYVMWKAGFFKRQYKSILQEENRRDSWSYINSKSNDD
RPL19A-GFP yeast: RPL19A-GFP expression modulators in yeast, primary screen, cell-based, S. cerevisiae, multiplex flow cytometry, MLPCN | AID 2025, 2009 | actives 0.3% (n = 330,000) | S. cerevisiae RPL19A-GFP strain, 3 h; active compounds read low | percent response vs DMSO, % at 10 µM;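 active means percent response vs DMSO below 50%; inconclusive means fewer than 70 events counted for the yeast strain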;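 further: median channel GFP fluorescence of the barcoded RPL19A-GFP strain; ratio of sample median GFP to plate DMSO average so 100% = DMSO; lower means less RPL19A-GFP as with rapamycin TOR inhibition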
MEP2-GFP yeast: modulators of MEP2-GFP levels in yeast, primary screen, S. cerevisiae, multiplex flow cytometry, MLPCN library. GFP response vs DMSO, % at 10 µM. S. cerevisiae MEP2-GFP strain, 3 h; 100% = DMSO control level. AID 2016, 2009. actives 0.51% (n = 330,000);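 active means GFP response versus DMSO above a set limit, roughly screen mean plus 3 SD, cut at about 180% in these data; inconclusive means fewer than 70 cells counted for a yeast strain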;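 further: median GFP fluorescence of the barcode-gated MEP2-GFP cells per well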
GRK2 inh: compounds blocking aptamer binding on GRK2 – biochemical, human GRK2, bead flow cytometry, HTS, primary screen. Beta-adrenergic receptor kinase 1 (Homo sapiens), P25098. FAM-aptamer displacement from GRK2. inhibition of aptamer binding, % at 10 µM. actives 0.59% (n = 330,000);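 active means inhibition of aptamer binding above 40%, roughly 3 SD of noise, on plates passing a quality check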;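 further: median bead fluorescence of bound FAM aptamer so fluorescent compounds give negative values; no value below 0 was filed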
LAP4-GFP MLPCN: modulators of LAP4-GFP expression in yeast, primary screen, S. cerevisiae, multiplex flow cytometry, MLPCN library; 3 h; median GFP as percent of DMSO wells; GFP response vs DMSO, % at 10 µM; actives 0.34% (n = 320,000); AID 2023, 2009;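 active means GFP response vs DMSO above a set limit, about the screen mean plus 3 SD, cut at about 150% in these data; inconclusive means under 70 cell events counted for the yeast strain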
AGP1-GFP MLPCN: modulators of AGP1-GFP expression in yeast TOR pathway, primary screen, cell-based, multiplex flow cytometry, S. cerevisiae, MLPCN library; 3 h; GFP as percent of DMSO wells; GFP response vs DMSO, % at 10 µM; AID 2066, 2009; actives 0.02% (n = 320,000);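 active means GFP response relative to DMSO above a set limit, near screen average plus 3 SD, cut at about 150% in these data; inconclusive means fewer than 70 cells counted for the yeast strain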;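 further: median GFP channel fluorescence of the gated AGP1 strain per well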
Starred values were filed as active, the others as inactive; ? = inconclusive; / = no result given; & = joins results of further samples; [ ] = another dose, or the depositor's remark.

SMILES	GASC-1 inh	CIT2-GFP yeast	VLA-4 inh	RPL19A-GFP yeast	MEP2-GFP yeast	GRK2 inh	LAP4-GFP MLPCN	AGP1-GFP MLPCN
COc1ccc(CC(=O)OCC(=O)Nc2c(C)n(C)n(-c3ccccc3)c2=O)cc1	-11&-4	105	2	102	109	2	111	106
COc1ccc(NC(=O)OCC(C)C)cc1OC	-12	101	-3	101	98	0	103	97
CCOc1c(Br)cc(CNc2ccc(N3CCOCC3)cc2)cc1OC	19	98	-6	95	109	0	103	98
Clc1ccc(Cn2nc(-c3ccccc3)nc2-c2ccccc2)cc1	-17	91	3	96	87	5	91	93
O=C(CSc1nc2ccccc2s1)Nc1ccc(Cl)c(S(=O)(=O)N2CCOCC2)c1	6	96	/	97	101	0	100	99
Cc1nn(C)c(C)c1S(=O)(=O)N(CC(=O)Nc1nccs1)c1ccc(C(C)C)cc1	10	95	-1	96	89	0	96	98
Cc1cccc(OC(=O)c2sc(Cl)nc2C)c1	2	103	-7	101	120	0	104	99
CCCS(=O)(=O)N1CCN(C(=O)COc2ccc(OC)cc2)CC1	-3	/	4	102	100	0	88	106
CCN(CC)c1ccc(/C=N/NC(=O)c2cccc(S(=O)(=O)N3CCOCC3)c2)cc1	1	101	18	98	105	0	89	101
COc1ccc(C)cc1NC(=O)c1ccccc1NS(=O)(=O)c1cccc2cccnc12	-10	98	10	100	98	0	99	106
O=C(C1=C(O)C(=O)N(CC2CCCO2)C1c1ccc(Cl)cc1)c1ccco1 (centres undefined)	-2	?	10	58[may fluoresce violet]	276*[may fluoresce violet]	0	94[may fluoresce violet]	28[may fluoresce violet]
COc1ccc(C(=O)/C=C/C(=O)N(Cc2ccc(F)cc2)C(C(=O)NC2CCCCC2)c2ccncc2)c(O)c1 (centres undefined)	-3	104	-6	103	103	0	98	99
CCc1cccc(NC(=O)C2CCCN(c3ncnc4c3nc3n4CCCCC3)C2)c1 (centres undefined)	-15	89	18	99	94	0	91	97
CC(C)(C)NC(=O)Cn1c(SCC(=O)Nc2nccs2)nc2ccccc21	-17	/	14	97	96	0	85	96
Cc1ccccc1NC(=O)Cn1nnc(-c2ccc(N3CCOCC3)cc2)n1	?	99	2	100	105	2	102	103
CC1CC(C)CN(S(=O)(=O)N2CCCC(C(=O)NCCc3ccc(Cl)cc3)C2)C1 (centres undefined)	-20	102	6	94	100	4	90	98
CCOC(=O)NC(=O)COC(=O)CNC(=O)c1cccc(OC)c1	-4	99	6	98	100	0	103	105
Cc1ccc(NC(=O)c2cc(-c3cccs3)on2)cc1	-1	96	3	95	109	2	101	96
COc1cc2c(cc1OC)CN(Cc1cc(=O)oc3cc(C)c(Cl)cc13)CC2	6	94	-18	99	63	1	91	93
Cc1cc(NC(=O)CCC(=O)N(CC(=O)NC2CCCC2)c2ccc(F)c(Cl)c2)no1	-5	97	-14	99	108	0	94	88
C[C@@H]1CCC[C@]2(O[C@H](CCO)C[C@@H](O)[C@@H]2O)O1	5	106	-9	102	94	0	101	88
O=C(Nc1ccc(N2CCCCC2)cc1)c1cc(S(=O)(=O)N2CCOCC2)ccc1F	-1	108	7	101	99	12	104	106
COc1ccc(-c2cc(C(F)(F)F)nc(SCC(=O)Nc3cc(C)on3)n2)cc1OC	-6&-13	74	4	98	103	0	97	80
CC(=O)N1CCN2C(=O)C1CCCC(=O)c1cc(C)ccc12 (centres undefined)	0	112	9	105	105	2	105	107
CCc1nnc(NC(=O)CSc2ncnc3c2oc2ccccc23)s1	-1	124	-2	106	99	0	98	110
CC(=O)NCCC(=O)Nc1cc(S(=O)(=O)N2CCCCC2)ccc1N1CCN(C)CC1	-2	82	14	88	93	0	95	90
CC1(C)Cc2c(sc(NC(=O)COc3ccc(Cl)cc3Cl)c2C(N)=O)C(C)(C)N1	1	/	22	106	100	2	88	97
Nc1c(N(CCC2=CCCCC2)C(=O)Cc2ccc(F)cc2)c(=O)[nH]c(=O)n1Cc1ccccc1	136	97	-5	94	101	2	95	96
CCC(C)(C)n1nnnc1C(CC(C)C)N1CCC(C(N)=O)CC1 (centres undefined)	4	107	-5	105	105	0	102	110
CCc1nc(N2CCOCC2)c(C#N)c2c1CCCC2	11	95	-28	97	109	1	100	95
CCCCn1c(N)c(N(CCC(C)C)C(=O)c2ccc([N+](=O)[O-])o2)c(=O)[nH]c1=O	12	?	9	?	?	55*	?	?
O=C(c1ccc(Br)cc1)C1CCc2occc2C1=O (centres undefined)	-10	108	-5	100	112	3	96	105
Cc1ccc(NC(=O)C2CC(=O)N(Cc3ccco3)C2)cc1 (centres undefined)	6	95	5	100	96	2	110	105
CCN(CC)S(=O)(=O)c1cccc(-c2nnc(SCC(N)=O)n2CCc2ccccc2)c1	-2&-4	92	-1	106	101	0	99	102
O=C(NN=C1CCCC1)C1COc2ccccc2O1 (centres undefined)	4	99	-5	103	100	1	97	94
O=C(c1cccc(C(F)(F)F)c1)C1CCCN(Cc2ccc(OCCO)cc2)C1 (centres undefined)	1	/	4	104	109	0	100	105
COc1ccc(C=O)cc1OC(=O)C1(C)Cc2ccccc2C(=O)O1 (centres undefined)	-18	94	-11	107	98	0	102	100
N/C(=N\c1nc2ccccc2o1)NC(=O)C(Cc1ccccc1)N1C(=O)c2ccccc2C1=O (centres undefined)	10	108	6	95	98	0	102	99
COc1ccccc1CCC(=O)N(C)C1CCCN(Cc2ccccc2F)C1 (centres undefined)	25	100	-15	101	103	0	93	95
CC(=O)N(c1ccc(Br)cc1)C1C=CS(=O)(=O)C1 (centres undefined)	7	112	18	102	111	2	100	105
C=C[C@@](C)(O)CC[C@@H]1[C@@]2(C)CCCC(C)(C)[C@@H]2CC[C@@]1(C)O	-10	103	14	101	107	0	105	104
C=CCn1cccc(C(=O)Nc2ccc(OC)cc2)c1=O	5	107	3	105	102	0	97	99
Cc1cccc(C(=O)N2CCC(c3nc4ccccc4s3)CC2)c1	4	93	-4	95	96	2	97	92
CCN1CCN(C(=O)CN(c2cccc(Br)c2)S(=O)(=O)c2ccccc2)CC1	6	107	16	100	116	0	106	101
Cc1ccc(-n2c(SCC(=O)Nc3ccc4c5c(cccc35)CC4)nc(O)c(C)c2=O)cc1	-6	98	7	98	103	12	89	93
O=C(CCS(=O)(=O)c1ccc(Br)cc1)N1CCN(Cc2ccccc2)CC1	-1	104	-3	102	107	3	99	105
Cc1ccc(C(=O)Nc2ccc3c(c2)OCO3)cc1S(=O)(=O)N1CCOCC1	1	102	2	100	104	0	107	102
Cc1cc(C)c2[nH]c(=O)c(C(c3nnnn3C(C)(C)C)N(Cc3ccco3)CC3CCCO3)cc2c1 (centres undefined)	-3	98	5	101	100	1	106	104
CN(Cc1ccccc1)S(=O)(=O)c1ccc2[nH]c(=O)ccc2c1	-17	106	-6	97	100	2	102	101
CC1(C)CC(=O)C2=C(C1)OC(N)=C(C#N)C2c1cn(-c2ccccc2)nc1-c1ccccc1 (centres undefined)	1	103	-8	101	102	3	101	107
COc1ccc(C(=O)NCC(=O)NCC(=O)OCC(=O)c2cccs2)cc1	-4	98	-3	100	109	0	95	100
CCOc1ccc(/C(O)=C2/C(=O)C(=O)N(c3ncccn3)C2c2ccc(Cl)cc2)cc1 (centres undefined)	-11	104	10	107	99	0	113	115
COc1cc(OC)cc(C(=O)Nc2cccc(NC(=O)c3cc(OC)cc(OC)c3)n2)c1	11	/	-15	101	104	0	/	/
CCOc1ccc(C(=O)CC(Sc2ccc(C)cc2)C(=O)O)cc1 (centres undefined)	46	96	11	102	101	0	103	104
COc1ccc(C(=O)COC(=O)CN2CC(=O)Oc3ccccc32)cc1Br	4	102	5	103	115	5	123	107
CC(C)C12CN3CC(C(C)C)(CN(C1)C3c1ccc3c(c1)OCO3)C2=O (centres undefined)	6	/	-1	94	91	1	99	85
COc1cccc(Oc2cc(NN3CCCCC3)c([N+](=O)[O-])cc2[N+](=O)[O-])c1OC	-5	74	12	96	94	3	103	88
N#C/C(=C\c1c[nH]c2ccccc12)C(N)=O	-5	98	8	100	102	0	93	98
Cc1ccsc1C(=O)N1CCCC(N2CCN(c3cccc(Cl)c3)CC2)C1 (centres undefined)	3	/	4	113	92	34	77	102
CN(C(=O)c1ccco1)c1nc(-c2ccc(Cl)cc2)cs1	2	94	-20	98	97	1	97	96
Next section
SMILES	GASC-1 inh	CIT2-GFP yeast	VLA-4 inh	RPL19A-GFP yeast	MEP2-GFP yeast	GRK2 inh	LAP4-GFP MLPCN	AGP1-GFP MLPCN
CC1CN=C2C(C(=O)Nc3ccccc3)=C(O)CC(c3ccccc3)N21 (centres undefined)	12	93	6	109	100	0	105	99
CCCN1CCN(C(=O)C2CCN(S(=O)(=O)c3c(C)noc3/C=C/c3ccc(C)cc3)CC2)CC1	-4	106	8	100	106	77*	105	103
O=C(Cn1cnc2ccccc2c1=O)N1CCN(Cc2ccccc2)CC1	3	107	2	103	110	5	107	102
O=C(Nc1ccc(Cl)cc1[N+](=O)[O-])c1ccc2c(c1)OCCO2	6	97	-5	113	105	4	74	99
C/C(CC(=O)NCc1ccco1)=N\NC(=O)c1ccc([N+](=O)[O-])cc1Cl	4	104	0	101	101	0	94	103
N#CC1=C2SC=C(c3ccc(Br)cc3)N2CCCC1=O	2	98	15	110	105	1	113	103
O=C(CN1CCCC1)Nc1nc(-c2ccc3c(c2)CCN3C(=O)c2ccccc2F)cs1	-10	112	1	106	107	0	94	101
Cc1nn(Cc2ccc([N+](=O)[O-])cc2)c(=O)n1-c1cccc(Cl)c1	32	116	3	96	217*	3	140	108
CCCS(=O)(=O)Nc1ccc2cn[nH]c2c1	-2	102	6	101	100	3	105	106
COc1ccccc1N1N=C(c2cccs2)CC1c1ccccc1 (centres undefined)	2	93	1	95	96	0	85	96
Cn1c(=O)n(CC(N)=O)c(=O)c2c1nc(Br)n2Cc1ccccc1	-8	95	-2	101	101	5	84	123
Cc1onc(-c2c(F)cccc2Cl)c1C(=O)NC1CC1	33	109	11	99	106	3	104	105
CCC(=O)Nc1ccccc1C(=O)OCc1ccc(C(=O)c2ccccc2)cc1	-36	101	1	105	109	2	119	104
CCOC(=O)c1ccc(NC(=O)N2CCCCC2)cc1	-196	101	-16	95	103	3	97	93
COC(=O)N/N=C/c1cn(Cc2ccccc2Cl)c2ccccc12	-2	99	0	101	100	3	104	96
Cc1cc(=O)oc2c3c(cc(OCC(=O)NCc4ccncc4)c12)OC(C)(C)CC3	10	106	-14	98	100	0	100	101
O=C(NCc1cccnc1)C(=O)N/N=C/c1ccc([N+](=O)[O-])cc1	-8	94	-14	98	92	4	106	105
C=C(C)COc1ccc2c(CC)cc(=O)oc2c1C	2	87	3	94	104	14	93	85
CCN(CC)CCN(C(=O)c1ccc2c(c1)CCCC2)c1nc2ccc(C)cc2s1	-5	101	-12	86	91	0	93	101
